PG9 binder: PG9 antibody binding by small molecule; TR-FRET gp120-PG9 antibody binding; inhibition, % at 6.7 µM; 360,000 compounds, 0.43% hits; in the data active = inhibition above about 8.5%
NR1D1 modulator: Rev-erb alpha (human) modulation. 370,000 compounds, 0.79% hits. activity, % at 10 µM. Rev-erbα–FITC-DNA binding, fluorescence polarization, 90 min. AID 1259318;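 active = activity above about 14%, limit read from the data; passing the limit was not always enough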;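 also: 0% = DMSO wells with 35 nM protein and 100% = DMSO wells with 750 nM protein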
Target sequence (P20393 whole entry, looked up): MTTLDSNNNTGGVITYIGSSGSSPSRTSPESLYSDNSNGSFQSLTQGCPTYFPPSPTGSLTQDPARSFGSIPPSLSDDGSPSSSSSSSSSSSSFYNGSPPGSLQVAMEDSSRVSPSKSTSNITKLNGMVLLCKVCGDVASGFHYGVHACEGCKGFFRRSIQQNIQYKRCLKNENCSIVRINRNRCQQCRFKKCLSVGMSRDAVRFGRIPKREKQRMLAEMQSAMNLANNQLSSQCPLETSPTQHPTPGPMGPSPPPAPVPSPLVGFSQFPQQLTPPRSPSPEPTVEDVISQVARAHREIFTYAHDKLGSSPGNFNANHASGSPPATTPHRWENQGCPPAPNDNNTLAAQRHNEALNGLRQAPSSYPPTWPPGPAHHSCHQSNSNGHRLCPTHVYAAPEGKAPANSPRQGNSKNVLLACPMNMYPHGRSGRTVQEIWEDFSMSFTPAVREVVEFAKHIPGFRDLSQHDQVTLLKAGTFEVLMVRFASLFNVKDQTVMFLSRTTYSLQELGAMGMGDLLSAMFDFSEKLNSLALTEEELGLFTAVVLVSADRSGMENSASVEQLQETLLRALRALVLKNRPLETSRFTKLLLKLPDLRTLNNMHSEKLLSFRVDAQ
PRMT1 inh: inhibitors of human PRMT1. Q99873. recombinant PRMT1, activity-based probe fluorescence polarization. inhibition, % at 2.79 µM. 370,000 compounds, 1.3% hits;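 active = inhibition above about 21% made by adding two undisclosed values, limit read from the data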
rCAG RNA binder: binds r(CAG) RNA repeats. AID 651821. 370,000 compounds, 1.3% hits. inhibition, % at 3 µM. r(CAG) RNA repeat, TO-PRO-1 dye displacement fluorescence;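 active = inhibition above the plate cutoff, the mean of all test compounds on that plate plus 3 SD, cut at about 35% in these data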;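 also: 0% = DMSO alone and 100% = 100 µM mitoxantrone as full dye displacement; higher means more dye released from RNA so lower well fluorescence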
MBD2 DNA inh: inhibitors of human MBD2 binding to methylated oligonucleotide; TR-FRET; AID 686964; 370,000 compounds, 0.31% hits; Q9UBB5; inhibition, % at 4.4 µM; in the data active = inhibition above about 13%
UHRF1 MBD2 ctr: human UHRF1 methylated DNA binding inhibitors | inhibition, % at 4.4 µM | Q96T88 | 370,000 compounds, 0.75% hits | AID 687016 | UHRF1 binding to methylated oligo, TR-FRET; in the data active = inhibition above about 21%;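 also: UHRF1 SRA domain binding a hemimethylated CpG hairpin DNA probe; 0% = median of test compound wells and 100% = reference inhibitor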
TCR CD3 inh: human TCR-CD3 binding inhibition; TAMRA-labeled TCR probe fluorescence, biochemical; inhibition, % at 9.4 µM; 360,000 compounds, 0.37% hits; AID 651800; in the data active = inhibition above about 19%;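 also: recombinant mutant TCR 2C K166C tagged with TAMRA read by polarization; 0% = receptor in buffer alone and 100% = receptor with positive control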
mABHD4 FP: inhibitors of mouse ABHD4; 370,000 compounds, 0.54% hits; inhibition, % at 8.92 µM; AID 720543; purified mABHD4, FP-Rh probe fluorescence polarization;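 active = inhibition exceeding the mean over every tested compound plus 3 SD, cut at about 30% in these data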;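 also: 0% = plate median of compound wells and 100% = S159A mutant with DMSO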
Target sequence (Q8VD66 whole entry, looked up): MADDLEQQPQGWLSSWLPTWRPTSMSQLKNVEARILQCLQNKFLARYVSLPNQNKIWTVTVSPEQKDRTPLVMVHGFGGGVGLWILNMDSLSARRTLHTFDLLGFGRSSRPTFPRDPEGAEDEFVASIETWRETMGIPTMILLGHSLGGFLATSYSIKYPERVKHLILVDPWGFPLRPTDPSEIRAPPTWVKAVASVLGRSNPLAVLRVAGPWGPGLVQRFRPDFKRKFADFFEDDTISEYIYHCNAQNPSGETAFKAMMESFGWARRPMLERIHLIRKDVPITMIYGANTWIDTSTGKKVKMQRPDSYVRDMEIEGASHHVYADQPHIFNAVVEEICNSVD
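Test system: mABHD4 protein; Read-out basis: % inhibition; Incubation: 45 min + 60 min at 25 °C; Repeats: single replicate; Technique: fluorescence polarization with parallel and perpendicular emission, 525/598 nm; Compound: 8.92 µM, single dose; Benchmarks: full inhibition S159A mutant plus DMSO, zero as sample-well median.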
LEDGF integ inh: blocks HIV-1 LEDGF/p75-dependent DNA integration. inhibition, % at 3.7 µM. 370,000 compounds, 0.64% hits. TR-FRET IN-LEDGF/p75 DNA integration, Eu/Cy5;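 active = inhibition above the screen-wide mean plus 3 SD, cut at about 13% in these data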;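 also: signal is the Cy5 over europium emission ratio at 671 and 618 nm; 0% = plate median of compound wells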
HTRA1 inhibitor: inhibitors of human serine peptidase HTRA1 | recombinant HTRA1, FP-rhodamine activity-based probe, fluorescence polarization | inhibition, % at 5.96 µM | 340,000 compounds, 0.5% hits | Q92743; in the data active = inhibition above about 36%;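 also: 0% = enzyme with DMSO and 100% = wells lacking enzyme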
* marks the source's active call; other numbers are inactive results; . = no result given. This is a subset, so the mix of outcomes need not match the whole.

Short keys: A = PG9 binder; B = NR1D1 modulator; C = PRMT1 inh; D = rCAG RNA binder; E = MBD2 DNA inh; F = UHRF1 MBD2 ctr; G = TCR CD3 inh; H = mABHD4 FP; I = LEDGF integ inh; J = HTRA1 inhibitor
(1) CCOC(=O)C1(CC2CC2)CCN(Cc2cc(Cl)c(O)c(OC)c2)CC1
  A = 1.1; B = -3; C = -3; D = -6; E = 5; F = -3; G = 9; H = 2; I = -2; J = 8
(2) O=C(O)C1Cc2ccccc2CN1C(=O)COc1ccc(Br)cc1 (configuration not stated)
  A = 0.7; B = -2; C = -3; D = 6; E = -3; F = 3; G = 8; H = -1; I = 0; J = 3
(3) O=C(Nc1cccc([N+](=O)[O-])c1)c1cnccn1
  A = -3.6; B = 1; C = -2; D = 8; E = 0; F = -4; G = 12; H = 5; I = -1; J = 2
(4) CC(NS(=O)(=O)c1ccccc1)C(=O)NCc1ccco1 (configuration not stated)
  A = 0.5; B = 0; C = 5; D = 4; E = -9; F = 3; G = 9; H = 5; I = 0; J = 4
(5) Cc1ccc(S(=O)(=O)N2CCCCC2)cc1NC(=O)CCCOc1ccccc1
  A = -2.8; B = -2; C = 0; D = 2; E = 4; F = -1; G = 0; H = -10; I = 1; J = -24
(6) CCNC(=O)C1CCCN(C(=O)C(c2ccccc2)c2ccccc2)CC1 (configuration not stated)
  A = -3.3; B = 5; C = 2; D = -2; E = 4; F = 3; G = -10; H = 2; I = -3; J = .
(7) Cc1oc(-c2ccccc2F)nc1CS(=O)(=O)CC(=O)N1CCN(c2ccccc2)CC1
  A = -1.9; B = 5; C = -4; D = 3; E = 1; F = 4; G = -6; H = -6; I = 2; J = -6
(8) CCCCN1C(=O)c2ccc(C(=O)Nc3ccc(C)c(S(=O)(=O)N(C)C)c3)cc2C1=O
  A = 1.0; B = 2; C = 5; D = 12; E = 10; F = 10; G = 1; H = 5; I = -1; J = -62
(9) c1ccc(-c2ccc3c(n2)CCCN3Cc2ccccn2)cc1
  A = -1.0; B = -1; C = 4; D = 4; E = 2; F = -2; G = 2; H = 4; I = -2; J = .
(10) CCC(C)(C)n1nnnc1C(c1ccccc1)N1CCN(C2CCCC2)CC1 (configuration not stated)
  A = -1.1; B = -6; C = 0; D = -7; E = -2; F = 0; G = 3; H = 4; I = -1; J = -3
(11) Cc1ccc2oc(=O)c(/C=C(\O)c3ccccc3)nc2c1
  A = -3.5; B = 1; C = -6; D = 3; E = -9; F = -7; G = 12; H = 29; I = 3; J = 10
(12) CC1(C)OC(=O)C(=Cc2ccc(-c3ccc(S(N)(=O)=O)cc3)o2)C(=O)O1
  A = -0.9; B = 0; C = 5; D = 5; E = 3; F = 1; G = 3; H = 3; I = 3; J = -7
(13) Cc1cn([C@H]2C[C@H](O)[C@@H](CCC(=O)NCc3ccc4c(c3)OCO4)O2)c(=O)[nH]c1=O
  A = -1.2; B = 5; C = -2; D = 19; E = -7; F = 0; G = -4; H = 3; I = 0; J = .
(14) COC(=O)[C@@]1(Cc2ccc(F)cc2)[C@H]2c3cc(C(=O)N(C)C)n(CCSCCO)c3C[C@H]2CN1C(=O)c1ccccc1
  A = 0.1; B = -2; C = 5; D = -3; E = -5; F = 3; G = -4; H = -5; I = 2; J = .
(15) Cc1ccc(CN2CC(C(=O)Nc3ccncc3)CC2=O)cc1 (configuration not stated)
  A = -0.9; B = -1; C = 5; D = -3; E = 5; F = 14; G = -1; H = -1; I = 3; J = 7

One compound at a time (already shown):
`Cc1oc(-c2ccccc2F)nc1CS(=O)(=O)CC(=O)N1CCN(c2ccccc2)CC1` is listed as PG9 binder = -1.9; NR1D1 modulator = 5; PRMT1 inh = -4; rCAG RNA binder = 3; MBD2 DNA inh = 1; UHRF1 MBD2 ctr = 4; TCR CD3 inh = -6; mABHD4 FP = -6; LEDGF integ inh = 2; HTRA1 inhibitor = -6
`Cc1cn([C@H]2C[C@H](O)[C@@H](CCC(=O)NCc3ccc4c(c3)OCO4)O2)c(=O)[nH]c1=O` is listed as PG9 binder = -1.2; NR1D1 modulator = 5; PRMT1 inh = -2; rCAG RNA binder = 19; MBD2 DNA inh = -7; UHRF1 MBD2 ctr = 0; TCR CD3 inh = -4; mABHD4 FP = 3; LEDGF integ inh = 0; HTRA1 inhibitor = .

Continued:
Short keys: A = PG9 binder; B = NR1D1 modulator; C = PRMT1 inh; D = rCAG RNA binder; E = MBD2 DNA inh; F = UHRF1 MBD2 ctr; G = TCR CD3 inh; H = mABHD4 FP; I = LEDGF integ inh; J = HTRA1 inhibitor
(16) CC(C)Cn1c(=O)c2ccccc2n2c(CCC(=O)O)nnc12
  A = 0.8; B = -3; C = 0; D = 1; E = -4; F = -1; G = 19; H = 3; I = -3; J = 6
(17) CCOC(=O)N1CCN(C(=O)C2CCN(S(=O)(=O)c3ccc(C)cc3)CC2)CC1
  A = -1.3; B = -3; C = -3; D = -6; E = 2; F = 0; G = 1; H = 0; I = -2; J = 8
(18) Cc1ccc(-n2nc(CC#N)c(C#N)c2N)cc1Cl
  A = -2.5; B = 0; C = -6; D = 2; E = 2; F = -1; G = 8; H = 1; I = -1; J = 4
(19) CCOC(=O)C1=NNC(C(=O)OCC)C1c1ccccc1 (configuration not stated)
  A = 0.0; B = -4; C = 5; D = 5; E = -4; F = 0; G = 9; H = 14; I = 3; J = -6
(20) CC(C)(C)c1ccc(C(=O)NC(=S)NCC2CCCO2)cc1 (configuration not stated)
  A = -2.8; B = 0; C = -1; D = -5; E = 0; F = -2; G = 5; H = -32; I = 0; J = 6
(21) CCc1noc(C)c1C(=O)OCC(=O)Nc1ncc(Cl)cc1Cl
  A = -3.9; B = 0; C = 3; D = -2; E = 3; F = 4; G = -3; H = -9; I = -1; J = -3
(22) Cc1cc(NC(=O)c2cccc(S(=O)(=O)N3CCOCC3)c2)no1
  A = -1.4; B = 0; C = 0; D = 1; E = 0; F = -1; G = 6; H = -3; I = 2; J = -2
(23) O=C(CCN1CCN(CC(=O)Nc2ccccc2Cl)CC1)Nc1ccccc1F
  A = -0.7; B = 0; C = -3; D = -6; E = 6; F = 8; G = -12; H = -4; I = 0; J = -8
(24) COc1ccc(N2CCSC2C(=O)NN)cc1 (configuration not stated)
  A = 0.6; B = -4; C = -1; D = 5; E = 3; F = 2; G = -1; H = 13; I = 5; J = 10
(25) CN1C(=O)C[C@@](C#N)(C(=O)NCc2ccccc2)[C@H]1c1ccccc1
  A = .; B = -4; C = 0; D = 0; E = -6; F = -1; G = .; H = 1; I = -2; J = .
(26) Cc1ccc(C)c(N2CC(C(=O)Nc3nccs3)CC2=O)c1 (configuration not stated)
  A = -2.0; B = 1; C = -1; D = -1; E = -2; F = 0; G = -7; H = 2; I = 0; J = -1
(27) COc1cc(OC)cc(-c2nc3cc(C)ccc3o2)c1
  A = -2.5; B = 1; C = -1; D = 3; E = 1; F = 1; G = -1; H = -1; I = 2; J = -22
(28) O=C1c2ccc([N+](=O)[O-])cc2C(=O)N1c1ccc([N+](=O)[O-])cn1
  A = 0.7; B = 0; C = 5; D = 1; E = -1; F = 1; G = -10; H = -1; I = -4; J = 10
(29) CC1CCC(NC(=O)CCNC(=O)c2ccc(Br)cc2)CC1 (configuration not stated)
  A = 0.4; B = -2; C = 3; D = -3; E = 2; F = 2; G = -3; H = 7; I = -5; J = -6
(30) O=C(O)CC(NC(=O)c1cccc([N+](=O)[O-])c1)c1ccc2c(c1)OCO2 (configuration not stated)
  A = 0.4; B = 3; C = 2; D = 5; E = 0; F = 0; G = 5; H = 2; I = -1; J = 2

Short keys: A = PG9 binder; B = NR1D1 modulator; C = PRMT1 inh; D = rCAG RNA binder; E = MBD2 DNA inh; F = UHRF1 MBD2 ctr; G = TCR CD3 inh; H = mABHD4 FP; I = LEDGF integ inh; J = HTRA1 inhibitor
(31) C=CCNC(=S)NNC(=O)c1ccc2c(c1)OCO2
  A = 2.0; B = -1; C = 10; D = 1; E = -6; F = 0; G = 1; H = 6; I = 2; J = 2
(32) O=C1CCCN1CCCNC(=S)Nc1ccccc1Cl
  A = 1.2; B = -7; C = -4; D = 5; E = -8; F = -1; G = 7; H = -3; I = 3; J = 8
(33) CC1CCCC(C)N1/N=C/C=C/c1ccccc1[N+](=O)[O-] (configuration not stated)
  A = -2.1; B = 0; C = -1; D = 0; E = -3; F = 0; G = -2; H = 8; I = 2; J = 4
(34) O=C(O)C(Cc1c[nH]c2ccccc12)NS(=O)(=O)c1ccc(Cl)cc1 (configuration not stated)
  A = 1.3; B = 2; C = -2; D = 1; E = 5; F = -3; G = -3; H = 3; I = 1; J = 12
(35) COc1ccc(NC2=C3CC(C)CC=C3N(c3ccc(OC)cc3)C2=O)cc1 (configuration not stated)
  A = 1.1; B = 0; C = -1; D = 2; E = 3; F = -6; G = -3; H = -2; I = 2; J = -4
(36) CC1Cc2ccccc2N1CC(=O)Nc1ccc(Cl)c(S(=O)(=O)N(C)C)c1 (configuration not stated)
  A = -0.5; B = -1; C = 1; D = -1; E = -10; F = -1; G = 3; H = -2; I = -3; J = 3
(37) CCCN(CCC)S(=O)(=O)c1ccc(NS(=O)(=O)c2ccc(F)cc2)cc1
  A = -3.1; B = -1; C = 2; D = 46*; E = -3; F = 1; G = 3; H = -2; I = 3; J = -6
(38) OC1CN=C2CCCc3c2n(c2ccc(Cl)cc32)C1 (configuration not stated)
  A = -0.2; B = 1; C = 2; D = 19; E = -7; F = -7; G = 4; H = 11; I = 2; J = 28
(39) Cc1onc(-c2c(F)cccc2Cl)c1C(=O)Nc1cc2cc([N+](=O)[O-])ccc2oc1=O
  A = -0.7; B = -8; C = -1; D = 6; E = 3; F = -2; G = 0; H = -9; I = 2; J = .
(40) Cc1nc2c(sc3nc4c(cc32)COC(C)(C)C4)c(=O)n1Cc1ccccc1
  A = -0.8; B = 11; C = -4; D = -1; E = -4; F = 0; G = 2; H = -4; I = 0; J = -4
(41) COc1ccc(C2CC(C)(c3ccc(OC)cc3)Nc3ccccc3N2)cc1 (configuration not stated)
  A = -1.6; B = 0; C = -4; D = 2; E = -7; F = -2; G = -9; H = -3; I = 8; J = -4
(42) CNc1ccc(/C=C/C(=O)c2ccc3c(c2)OCCO3)cc1[N+](=O)[O-]
  A = -4.0; B = 4; C = -4; D = 2; E = 2; F = -5; G = -3; H = 7; I = 4; J = -4
(43) CC(NC(=O)COC(=O)CN1C(=O)C2CCCCC2C1=O)c1ccccc1 (configuration not stated)
  A = -1.9; B = 2; C = -4; D = 1; E = 1; F = 3; G = -7; H = -12; I = 2; J = 6
(44) CCCCCCCCN1C(=O)[C@@H](CC(=O)N2CCN(C(=O)C3CC3)CC2)C[C@@]2(C(=O)OC)C1=C[C@H](C(C)C)O[C@@H]2C1CC1
  A = .; B = -6; C = 4; D = 7; E = -1; F = 2; G = .; H = -10; I = 1; J = .
(45) CC(=O)C1(C(=O)NC2CCCC2)CC(c2ccccc2C(F)(F)F)=NO1 (configuration not stated)
  A = .; B = -2; C = 2; D = 2; E = 0; F = -2; G = .; H = 9; I = -1; J = .
(46) Cc1ccccc1NC(=O)Cc1nc(COC(=O)c2ccccn2)cs1
  A = -2.5; B = 3; C = -5; D = 4; E = -1; F = 3; G = -6; H = 13; I = 2; J = -5
(47) Cc1ccc2nc(C)cc(C(=O)OCC(=O)Nc3cccnc3Cl)c2c1
  A = -0.5; B = -4; C = 6; D = -5; E = -3; F = 1; G = -4; H = 2; I = -2; J = 0

Screens as filed in PubChem.
